PfHsp40 yeast – rescue of yeast from PfHsp40 toxicity, primary screen, S. cerevisiae, ATP luminescence; S. cerevisiae expressing PfHsp40, growth rescue; growth rescue, % at 12.5 µM; 340,000 tested, 0.68% active; AID 504582, 2011; in the data active = growth rescue above about 28%, passing the limit was not always enough; inconclusive = no clear call, values can overlap the other calls;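 note: yeast W303a lacking pdr1 and pdr3 grown in galactose medium; growth measured after three days at 30 °C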
CCHF vOTU inh – CCHFV vOTU protease inhibitors, primary screen, biochemical, Pep-AMC substrate, fluorescence. Crimean-Congo hemorrhagic fever virus L polyprotein viral ovarian tumor (vOTU) protease …. AID 651958, 2012. inhibition, % at 11.5 µM. 370,000 tested, 0.55% active; in the data active = inhibition above about 30%; note: 0% = vehicle wells with enzyme and 100% = no enzyme wells
BoNT-F LC inh – BoNT/F light chain protease inhibitors, primary screen, biochemical, flow cytometry, MLPCN library | Botulinum neurotoxin type F light chain protease (Clostridium botulinum) | Multiplex microsphere protease cleavage assay | inhibition, % at 10 µM | 360,000 tested, 0.22% active | AID 588497, 2011; in the data active = inhibition above about 35%, passing the limit was not always enough; inconclusive = no clear call, values can overlap the other calls; note: plate controls were buffer without enzyme for full effect and enzyme alone for no effect
BoNT-A LC inh2 – BoNT/A light chain protease inhibitors, primary screen, biochemical, flow cytometry, MLPCN library. 360,000 tested, 0.17% active. inhibition, % at 10 µM. Botulinum neurotoxin type A light chain protease (Clostridium botulinum A str. ATCC 3502). multiplex microsphere protease substrate cleavage. AID 588499, 2011; note: plate controls were buffer without enzyme for full effect and enzyme alone for no effect
FadD28 FP inh – inhibitors of FadD28 bisubstrate probe binding, primary screen, biochemical, fluorescence polarization, single point; Mycobacterium tuberculosis FadD28 fatty-acid-AMP ligase; 360,000 tested, 0.22% active; inhibition, % at 12.5 µM; in the data active = inhibition above about 8.5%, passing the limit was not always enough; inconclusive = no clear call, values can overlap the other calls
Y pestis TopoI – Yersinia pestis topoisomerase I inhibitors, primary screen, biochemical, cleavage product accumulation, plate reader, single point. Y. pestis Topo-I cleavage product accumulation. activity, % at 10 µM. 360,000 tested, 0.064% active; in the data active = activity above about 50%, passing the limit was not always enough; inconclusive = no clear call, values can overlap the other calls; note: inactives centre near 2
Anthrax LF inh2 – Bacillus anthracis LF protease inhibitors, primary screen, biochemical, multiplex microsphere, MLPCN library | AID 588501, 2011 | 360,000 tested, 0.12% active | inhibition, % at 10 µM | multiplex microsphere protease cleavage assay; note: plate controls were buffer without enzyme for full effect and enzyme alone for no effect
TcdB GH inh – TcdB glycohydrolase inhibitors, primary screen, biochemical, single point, plate reader | Toxin B (Clostridioides difficile), P18177 | TcdB glycohydrolase enzymatic assay | inhibition, % at 9.99 µM | 350,000 tested, 0.24% active | AID 652162, 2013; in the data active = inhibition above about 10%
PrPC surface inh – inhibitors of human cell surface prion protein PrPC, primary screen, cell-based, TR-FRET; Major prion protein (Homo sapiens), P04156; TR-FRET read-out; inhibition, % at 13.8 µM; 370,000 tested, 0.43% active; AID 720596, 2013; in the data active = inhibition above about 24%; note: 0% = median of the test wells and 100% = reference compound wells
The depositor's hits bear a star; ? = inconclusive; nt = no result given. Cut-off read from the data, not from the text of the source, unless noted: active = inhibition above about 30%; inconclusive = no clear call, values can overlap the other calls; inactive = below that. Compounds as they come (roughly 2.3% active in at least one column).

molecule	TcdB GH inh	BoNT-A LC inh2	PfHsp40 yeast	Y pestis TopoI	Anthrax LF inh2	CCHF vOTU inh	FadD28 FP inh	PrPC surface inh	BoNT-F LC inh
O=C(O)Cc1c(C(=O)O)nnn1-c1ccc(Cl)cc1Cl	1.5	0.1	1.8	4	-2	-2	-3.9	-1	-7
O=C(Nn1c(C2CCC2)nc2ccccc2c1=O)c1cccs1	1.1	-1.1	-2.1	5	5	22	-1.2	6	-5
O=C(O)CC[N+](=O)[O-]	1.2	0.0	-0.2	1	-3	14	-0.6	-8	-1
COc1ccc(CN(CC(=O)NCc2ccccc2)C(=O)CCC(=O)Nc2cc(C)ccn2)cc1	0.3	-1.3	0.4	-2	2	-5	-2.7	3	2
C/C(=N\NC(=O)CSCc1ccc([N+](=O)[O-])cc1)c1cccc(Br)c1	-1.3	-0.8	-1.0	9	-1	-11	-4.1	-4	0
COc1ccccc1-c1ccc([C@@H]2C[C@H]3[C@H](CON3C)CN2C(=O)c2ccco2)cc1	2.0	0.4	nt	32	1	-3	0.2	-4	-3
CCN(c1cccc(C)c1)c1ncnc2nc[nH]c12	-0.7	0.0	-1.7	0	2	-1	-3.2	7	-4
CCSc1nc(O)c(C2OC(=O)c3c2ccc(OC)c3OC)c(=O)n1CC (stereo not drawn)	nt	-0.6	-0.3	1	-4	-14	-0.4	2	-3
c1coc(CSCc2cn3cccnc3n2)c1	nt	-1.0	-0.1	2	-3	4	-1.4	3	1
COCC1CCN(C(=O)c2ccc3nc(Cc4cccc(Cl)c4)oc3c2)CC1	1.9	0.0	nt	29	2	10	-4.5	-4	2
O=C(O)CCC(=O)Nc1ccc(SSc2ccc(NC(=O)CCC(=O)O)cc2)cc1	-1.2	-2.6	2.6	3	3	0	nt	0	?
COc1ccc(OC)c(NC(=O)CSc2nnc(CNC(=O)c3ccccc3F)o2)c1	0.8	2.6	-1.1	2	4	2	0.0	1	7
Cc1ccc(C2=NC3(CCCCCC3)NC2=S)cc1	1.6	-1.1	-1.5	2	-11	2	-0.2	-4	-4
COc1cccc(-c2ccc(NC(=O)C3CCCN(Cc4ccccn4)C3)cc2)c1 (stereo not drawn)	0.9	0.0	nt	25	0	-3	-4.4	0	-2
CCOC(=O)C1(CC2CC2)CCN(Cc2cnc(-c3ccc(OC)cc3)nc2)CC1	1.0	0.0	-1.5	29	-5	16	0.9	-4	2

Taken from above, 2 compounds:
molecule	TcdB GH inh	BoNT-A LC inh2	PfHsp40 yeast	Y pestis TopoI	Anthrax LF inh2	CCHF vOTU inh	FadD28 FP inh	PrPC surface inh	BoNT-F LC inh
COc1cccc(-c2ccc(NC(=O)C3CCCN(Cc4ccccn4)C3)cc2)c1 (stereo not drawn)	0.9	0.0	nt	25	0	-3	-4.4	0	-2
CCOC(=O)C1(CC2CC2)CCN(Cc2cnc(-c3ccc(OC)cc3)nc2)CC1	1.0	0.0	-1.5	29	-5	16	0.9	-4	2

More structures follow:
molecule	TcdB GH inh	BoNT-A LC inh2	PfHsp40 yeast	Y pestis TopoI	Anthrax LF inh2	CCHF vOTU inh	FadD28 FP inh	PrPC surface inh	BoNT-F LC inh
CCc1ccc(CNn2cnnc2SCC(=O)NC(C)(C)C)cc1	0.8	-0.9	-0.3	10	-1	-4	0.4	9	-1
CCOc1ccccc1NC(=O)N1CCCC1C(=O)Nc1nnc(CC)s1 (stereo not drawn)	nt	-0.4	-0.9	8	3	6	-1.5	0	-5
O=C(CN1CCN(C(=O)c2c(F)cccc2F)CC1)Nc1ccccc1F	nt	0.5	-1.9	1	-4	10	-1.5	-1	-1
COCCCNC(=O)c1c[nH]c2ccc(S(=O)(=O)N3CCC4(CC3)OCCO4)cc2c1=O	-1.8	0.7	-0.5	0	-3	-8	0.0	22	-4
CCC(=O)Nc1ccc(S(=O)(=O)Nc2cc(C)on2)cc1	nt	0.3	-0.6	-3	-4	7	-1.8	6	-1
O=C(CSc1nn(-c2ccc(F)cc2)c(=S)s1)NC(=O)NCc1ccco1	nt	0.4	0.9	4	-3	3	-1.1	7	1
Cc1ccc(S(=O)(=O)Oc2ccccc2/C=N/N=C(N)N)cc1	2.2	0.0	0.3	-3	0	-6	-7.0	5	2
Cc1ccc2c(c1)[C@@H]1CN(C)CC[C@@H]1N2S(=O)(=O)c1ccc(F)cc1	nt	0.8	-0.9	-8	-3	25	1.4	-7	4
CC(=O)N1CCN(C(=S)NC(=O)c2ccc(S(=O)(=O)N3CCOCC3)cc2)CC1	nt	-0.3	-1.8	4	2	5	-1.7	3	-4
S=c1nc(C2COc3ccccc3O2)[nH][nH]1 (stereo not drawn)	2.8	-0.4	-1.8	0	0	7	0.0	-10	-5
COCCN1CC(C(=O)NCc2ncccc2C)CCC1=O (stereo not drawn)	0.8	-0.6	-0.9	-5	-4	10	0.7	-5	-5
CCc1nnc(NC(=O)CSc2nc(-c3ccc(OC)cc3)ns2)s1	nt	0.6	-1.0	2	-8	-3	-3.5	-2	-2
CSCC(CO)NS(=O)(=O)c1ccc(C)cc1 (stereo not drawn)	1.2	0.4	-0.3	2	-2	-10	-0.1	-5	4
COc1cc(OC)cc(C(=O)N[C@H](C(=O)Nc2nc3ccc(S(C)(=O)=O)cc3s2)C(C)C)c1	1.1	0.6	-1.7	-11	-3	-3	-3.7	2	0
O=C(Nc1ccc(F)cc1)c1nc[nH]c1C(=O)Nc1ccc([N+](=O)[O-])cc1	0.3	-0.1	-0.2	-9	0	2	-1.0	4	2
COc1ccc2c(c1)C1=C(CC2)C(c2ccc(C)cc2)NC(=S)N1 (stereo not drawn)	-0.2	-1.5	-0.8	11	-4	6	-2.4	8	-4
O=C(O)c1ccc(-c2ccccc2)[nH]1	0.9	1.8	0.2	-6	-4	4	-1.7	2	0
O=C(C[n+]1cccc(NC(=O)c2ccccc2)c1)c1ccccc1	nt	-0.5	3.3	2	-4	0	-0.4	-7	-2
CC(=O)NCCNS(=O)(=O)c1ccc(C)c([N+](=O)[O-])c1	0.6	0.4	-1.3	4	-1	6	-0.9	3	8
N/C(=N\OC(=O)Nc1ccc(Cl)cc1)c1ncc(C(F)(F)F)cc1Cl	nt	-0.1	-0.3	3	-3	4	-6.8	0	-9
O=C(Oc1ccc(N(Cc2cccs2)C2=NS(=O)(=O)c3ccccc32)cc1)c1ccccc1	nt	?	-0.4	3	-7	-5	-0.8	-5	-4
O=Nc1c2ccc[nH]c-2c2ccc([N+](=O)[O-])cc12	1.0	0.2	0.8	-4	2	15	-1.0	-18	0
Cc1cccc(NC(=O)c2nc[nH]c2C(=O)N[C@@H](C)C(=O)OCc2ccccc2)c1	-0.2	0.1	0.7	0	-6	16	-2.2	0	-4
O=C(COC(=O)C1CCCN1C(=O)C12CC3CC(CC(C3)C1)C2)c1ccc(Br)cc1 (stereo not drawn)	1.0	0.0	0.6	4	2	-6	-0.4	-6	0
O=C(NCc1nnnn1-c1ccc(F)cc1)C(=O)c1c[nH]c2ccccc12	2.0	0.0	nt	-1	3	2	-3.9	-5	0
Fc1ccc(OCCCCCCN2CCCC2)cc1	-0.5	-0.1	-2.7	-3	-2	1	-4.1	6	-16
O=C1NC[C@H](CCCCN2C[C@H](Cc3ccc(O)cc3)N(CCc3ccc(O)cc3)C(=O)C2=O)N(CCc2ccc(O)cc2)C1=O	5.3	-0.4	nt	nt	-4	-5	nt	1	0
COc1ccc(C(=O)CSc2nnc(CNC(=O)c3ccc(S(=O)(=O)N(C)C)cc3)o2)cc1	-0.9	0.0	1.7	16	4	-26	-2.2	-7	12
COc1ccc(NC(=O)Nc2ccc(F)cc2F)cc1	1.5	-0.3	1.1	-1	-1	0	0.1	11	1
O=C(Nc1ccc(Oc2cccnc2)nc1)c1ccc(C(F)(F)F)cc1	1.2	0.2	0.1	2	-8	6	-3.0	3	2
C#CCOCCOCCOCCNc1nc(N2CCOCC2)nc(N2CCN(C(=O)CCCCCCCCCCNC(=O)[C@@H](CCC(=O)O)n3cc(CCCCCN)nn3)CC2)n1	-0.7	-0.3	-0.6	17	-6	4	-3.0	0	-12
O=C(c1ccco1)N1CCN(Cc2nc3cc(Cl)ccc3c(=O)[nH]2)CC1	1.8	-1.1	-1.1	-2	0	-11	-0.3	-9	-4
COC(=O)c1sc(NC(=O)c2ccc(OC)cc2OC)nc1C	nt	-0.7	-0.3	3	-12	-1	-3.1	-1	-6
O=C(c1cccc(S(=O)(=O)Nc2ccc(Br)cc2)c1)N1CCC1	0.7	0.0	1.0	3	1	28	-3.5	2	-8
COC(=O)c1ccc([N+](=O)[O-])c(CS(=O)(=O)c2ccc(Cl)cc2)c1	3.0	0.0	-2.5	-3	-16	6	-1.9	-30	-10
C/C(=N/NC(=O)Cn1nc2ccccc2n1)c1ccc(F)cc1	nt	-0.7	-0.9	-1	-4	1	-3.6	-3	0
CCOCCCNC(=O)C1(O)c2cc(Br)ccc2NC(=O)N1c1ccc(C)c(C)c1 (stereo not drawn)	-1.2	-1.4	11	5	7	9	2.2	6	6
COc1cn(-c2ccccc2)nc1C(=O)OCC(=O)Nc1ccc(C)c(C)c1	1.6	-1.5	1.1	14	3	6	-0.3	-7	-5
CC(Nc1ccc(Br)cc1)C(=O)Nc1cccc(S(=O)(=O)N2CCOCC2)c1 (stereo not drawn)	0.4	4.9	3.3	2	5	2	0.4	13	2
COc1ccc(CCNC(=O)CCC(=O)N2CCOc3ccc(C)cc32)cc1OC	0.1	-0.4	1.9	-1	-7	-6	-2.3	-7	-7
Cc1ccc(C(=O)OCC(=O)N2c3ccccc3NC(=O)C2(C)C)cc1S(=O)(=O)N1CCCCC1	0.8	-0.7	-0.5	5	-11	-2	-3.4	-5	-12
Cc1cc(C)nc(NC(=NCCc2c[nH]c3ccccc23)NC(=O)Nc2ccccc2)n1	nt	-0.6	11	-7	-2	7	-3.9	7	-6
Cc1cc(C)n2nc(N)c(N=Nc3cccc(Cl)c3)c2n1	0.0	0.5	0.2	-4	0	4	-2.0	-3	8
Cc1ccc(S(=O)(=O)N2CCOCC2)cc1NC(=O)COC(=O)CNC(=O)c1ccc(Cl)cc1Cl	1.1	-0.6	6.7	8	-1	0	-0.6	4	-7
Cc1nc2c(n1O)CCC/C2=N\O	nt	-0.1	0.1	0	-2	-3	-0.8	0	4
CC(C)c1ccc2oc(-c3cc(N)ccc3O)nc2c1	nt	1.5	0.7	5	-16	2	0.9	4	-5
CCOC(=O)C1=C(C)N(C)C(=O)NC1c1cc2c(cc1Br)OCO2 (stereo not drawn)	nt	0.2	-0.6	-4	-7	6	-1.8	1	7
CN(C)C(CNC(=O)c1cccc(OC(F)F)c1)c1ccco1 (stereo not drawn)	nt	0.8	-0.5	-4	-2	14	-3.4	3	-10
COc1ccc(OC)c(/C=C/C(=O)NC2=NCCS2)c1	1.1	0.8	-0.5	8	-2	-7	-0.5	-1	-7
O=C(O)c1cccc(-c2csc(C(O)(c3ccccc3)C(F)(F)F)n2)c1 (stereo not drawn)	-2.2	-0.6	nt	3	-1	-1	-30	-3	-4
O=C1NC[C@H](Cc2ccc(O)cc2)N(C[C@@H]2CCCN2C[C@H](Cc2ccccc2)N2C[C@H](Cc3ccccc3)N(CC3CCCCC3)C(=O)C2=O)C1=O	2.0	-0.5	nt	nt	0	12	nt	-6	-8
COc1cc2ccccc2cc1C(=O)N/N=C/c1cccnc1	-9.9	1.6	-1.8	1	-1	10	-1.7	0	2
